Screens deposited in PubChem BioAssay by several laboratories.
Bim-Bcl-XL: inhibitors of Bim-Bcl-XL binding, primary screen, biochemical, multiplexed, bead flow cytometry, human Bcl-XL | Bcl-2-like protein 1 (Homo sapiens), Q07817 | Bim peptide-Bcl-XL binding, fluorescence | inhibition, % at 10 µM | 190,000 compounds, 0.04% hits | AID 1007, 2008
Mcl-1 Bim block: inhibitors of Bim peptide binding to Mcl-1, primary screen, biochemical, bead-based flow cytometry, multiplex. Induced myeloid leukemia cell differentiation protein Mcl-1 (Homo sapiens), Q07820. 190,000 compounds, 0.1% hits. Bim peptide-Mcl-1 binding. inhibition, % at 10 µM;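 further: 0% = no compound tracer wells and 100% = peptide blocker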
Bim-Bcl-W: inhibitors of Bim binding to Bcl-W, primary screen, biochemical, multiplexed, bead-based flow cytometry; inhibition, % at 10 µM; Bim peptide-Bcl-W binding; 190,000 compounds, 0.02% hits;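 further: 0% = bound tracer without compound and 100% = peptide blocker; higher means less fluorescent Bim peptide bound to Bcl-W beads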
Target sequence (Q92843 whole entry, looked up): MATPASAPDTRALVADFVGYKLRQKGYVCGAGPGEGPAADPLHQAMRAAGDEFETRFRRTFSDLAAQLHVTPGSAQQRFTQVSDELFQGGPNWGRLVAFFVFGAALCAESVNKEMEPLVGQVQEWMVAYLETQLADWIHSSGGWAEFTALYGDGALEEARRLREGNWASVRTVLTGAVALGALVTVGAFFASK
Bcl-B Bim block: inhibitors of Bim-Bcl-B binding, primary screen, biochemical, multiplexed, human Bcl-2 family. Bcl-2-like protein 10 (Homo sapiens), Q9HD36. bead-based flow cytometry, Bim peptide-Bcl-B binding. inhibition, % at 10 µM. 190,000 compounds, 0.073% hits;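 further: 0% = tracer peptide without compound and 100% = reference inhibitor peptide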
Target sequence (Q9HD36 whole entry, looked up): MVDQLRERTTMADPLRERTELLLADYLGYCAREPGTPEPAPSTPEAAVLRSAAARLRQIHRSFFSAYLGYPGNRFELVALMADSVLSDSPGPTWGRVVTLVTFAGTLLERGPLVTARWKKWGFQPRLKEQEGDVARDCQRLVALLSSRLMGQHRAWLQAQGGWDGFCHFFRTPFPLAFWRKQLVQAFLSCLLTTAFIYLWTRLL
Bcl-2 Bim block: inhibitors of Bim-Bcl-2 binding, primary screen, biochemical, multiplexed, human Bcl-2 family; Apoptosis regulator Bcl-2 (Homo sapiens), P10415; Bead-based flow cytometry, Bim peptide-Bcl-2 binding; inhibition, % at 10 µM; 190,000 compounds, 0.06% hits; AID 950, 2007; in the data active means inhibition above about 40%; inconclusive means no clear call, values can overlap the other calls;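 further: 0% = no compound wells with probe peptide and 100% = reference peptide inhibitor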
Target sequence (P10415 whole entry, looked up): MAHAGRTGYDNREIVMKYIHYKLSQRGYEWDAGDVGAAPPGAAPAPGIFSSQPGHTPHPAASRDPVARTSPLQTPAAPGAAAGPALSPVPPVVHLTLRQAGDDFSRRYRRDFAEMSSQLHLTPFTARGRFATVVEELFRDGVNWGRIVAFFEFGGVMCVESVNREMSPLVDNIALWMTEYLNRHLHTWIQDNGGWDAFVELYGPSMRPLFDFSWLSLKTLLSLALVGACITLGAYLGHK
Bim-Bfl-1: inhibitors of Bim binding to Bfl-1, primary screen, biochemical, multiplexed, bead-based flow cytometry; inhibition, % at 10 µM; Bcl-2-related protein A1 (Homo sapiens), Q16548; AID 1008, 2008; 190,000 compounds, 0.12% hits; Bim-Bfl-1 binding inhibition;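 further: 0% = wells without compound plus tracer and 100% = blocker peptide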
RGS4-Gao reg: modulators of RGS4 binding to Galphao, primary screen, biochemical, multiplexed bead flow cytometry. actives lie on both sides. Guanine nucleotide-binding protein G(o) subunit alpha (Homo sapiens), P09471. 220,000 compounds, 0.33% hits. binding response (% of control), % at 10 µM. AID 1415, 2008; in the data active means binding response below about 49% or above about 150%; inactive means in between;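 further: fluorescent Galphao activated with aluminum fluoride binding bead-coupled RGS4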
Target sequence (P09471 whole entry, looked up): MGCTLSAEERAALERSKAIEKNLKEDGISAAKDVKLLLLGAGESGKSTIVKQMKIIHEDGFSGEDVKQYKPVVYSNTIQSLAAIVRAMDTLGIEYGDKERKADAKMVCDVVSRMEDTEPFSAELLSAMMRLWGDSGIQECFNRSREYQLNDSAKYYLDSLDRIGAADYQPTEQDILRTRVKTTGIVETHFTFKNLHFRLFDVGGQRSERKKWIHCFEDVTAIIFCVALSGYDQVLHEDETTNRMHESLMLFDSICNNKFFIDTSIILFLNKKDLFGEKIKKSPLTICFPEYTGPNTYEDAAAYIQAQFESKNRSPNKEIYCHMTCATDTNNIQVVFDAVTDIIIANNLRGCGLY
RGS7-Gao reg: RGS7-Galphao binding modulators, primary screen, biochemical, multiplexed bead flow cytometry. 220,000 compounds, 0.35% hits. binding response (% of control), % at 10 µM. actives lie on both sides; in the data active means binding response below about 49% or above about 150%; inconclusive means no clear call, values can overlap the other calls; inactive means in between;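 further: fluorescent Galphao held in activated GDP-AlF4 state binding bead-coupled RGS7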
Mcl1-Bid inh: Mcl-1/Bid binding inhibitors, primary screen, biochemical, TR-FRET, 1536-well | TR-FRET Mcl-1/Bid-Dy647 peptide binding | inhibition, % at 21.7 µM | 220,000 compounds, 0.97% hits | AID 1021, 2008;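 active means compounds that cut the binding signal by more than half at the single screening dose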;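 further: His-tagged Mcl-1 with europium anti-His antibody binding Bid BH3 peptide; 0% = Mcl-1 plus peptide wells and 100% = peptide-only wells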
RGS8-Gao: RGS8-Galphao binding modulators, primary screen, biochemical, multiplexed bead flow cytometry; actives lie on both sides; AID 1423, 2008; Guanine nucleotide-binding protein G(o) subunit alpha (Homo sapiens), P09471; response (percent of control binding), % at 10 µM; 220,000 compounds, 0.34% hits; in the data active means response below about 60% or above about 140%; inactive means in between;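 further: Galphao activated as the GDP aluminium fluoride complex binding bead-coupled RGS8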
Mcl1-Noxa inh: Mcl-1/Noxa binding inhibitors, primary screen, biochemical, TR-FRET, 1536-well. inhibition, % at 21.7 µM. TR-FRET Mcl-1/Noxa peptide binding, 2 h. AID 1022, 2008. 220,000 compounds, 1.5% hits. Induced myeloid leukemia cell differentiation protein Mcl-1 (Homo sapiens), Q07820;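 active means compounds that cut the protein-peptide binding signal by more than 50% relative to plate controls in a single-dose test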;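 further: His-tagged Mcl-1 with rhodamine Noxa BH3 peptide and terbium anti-His antibody; 0% = Mcl-1 plus Noxa peptide wells and 100% = peptide-only wells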
The depositor's hits bear a star; ? = inconclusive; / = no result given. Unless noted, no stated cut-off is given here; in the data, active means inhibition above about 40%.

SMILES	Bim-Bcl-XL	Mcl-1 Bim block	Bim-Bcl-W	Bcl-B Bim block	Bcl-2 Bim block	Bim-Bfl-1	RGS4-Gao reg	RGS7-Gao reg	Mcl1-Bid inh	RGS8-Gao	Mcl1-Noxa inh
Cc1cc2ccccc2c(=O)n1CC(=O)NCc1ccco1	0	0	2	-4	-7	-12	97	97	-17	100	2
CC(C)(C)c1ccc(C(=O)NCCCN2CCN(CCCNC(=O)c3ccc(C(C)(C)C)cc3)CC2)cc1	-4	-2	-3	-5	-3	-1	98	95	-2	99	14
CC1(C)Cc2cccc(Oc3ccc(S(=O)(=O)N4CCCC4)cn3)c2O1	-4	0	-1	-5	-3	0	98	97	8	101	15
Cc1ccc(/C=C/c2nc3ccccc3c(=O)[nH]2)cc1	/	/	/	/	/	/	97	?	2	100	-10
CC(=O)c1ccc(Cc2ccc(C(C)=O)cc2)cc1	-1	0	0	0	1	-2	100	100	-15	100	-7
Cc1nn(-c2cccc(Cl)c2)c(Cl)c1/C=N/NC(=O)c1cccs1	-7	-2	-7	-9	-3	-4	83	83	10	91	-7
COc1ccc(N2C(=O)c3ccc(C(=O)OC(C)C)cc3C2=O)cc1	-6	-9	-6	-12	-9	-6	104	103	-9	106	-11
Cc1ccc(F)cc1NC(=O)c1cccc2nccnc12	1	0	1	-5	-9	-13	97	98	0	97	-1
S=C(NCCc1ccccc1)N/N=C/c1c(Cl)cccc1Cl	-11	-6	-6	-13	-12	-17	101	103	-54	102	11
CCC1SC(=NC(=O)c2ccc(Cl)c(Cl)c2)NC1=O (configuration not stated)	-5	-2	-2	-8	-7	-9	102	100	16	101	18
CNC(=O)COc1ncnc2scc(-c3ccc(F)cc3)c12	0	1	-1	-1	-2	-1	101	98	-6	106	-7
Cc1ccc(C(=O)c2oc3ccccc3c2NC(=O)c2cc(-c3cc(C)ccc3O)n[nH]2)cc1	/	/	/	/	/	/	109	?	-35	106	0
COc1ccc(-c2cc(C(F)(F)F)n3nc(C(=O)O)nc3n2)cc1	6	3	4	5	1	0	99	95	19	99	19
COc1ccc(C)cc1NC(=O)CNC(=O)Cn1ccc2ccccc2c1=O	5	20	16	2	2	4	108	111	-3	126	2
COCCCNC(=S)N1CCCN(c2nc3cc(C)ccc3cc2C#N)CC1	-2	0	0	-5	-1	-1	97	101	-26	98	17
CC(C)C(=O)Nc1cc(C(F)(F)F)ccc1-n1ccnc1	0	0	-2	-10	4	-6	100	100	0	98	9
CN(C)c1ccc(/C=N/NC(=O)C(=O)/C=C2\NC3(CCCC3)Cc3ccccc32)cc1	-1	-4	-1	3	2	7	104	104	-64	112	19
COc1ccc(NC(=S)N2CCCN(Cc3cc(C)ccc3C)C2)cc1	2	2	2	0	2	0	90	83	-45	95	0
CCCSc1nc(NCc2ccco2)c2c3c(sc2n1)COC(C)(C)C3	-3	-3	0	-4	-2	-1	109	106	-22	101	23
COc1cccc(C(=O)Nc2cc3c(cc2C(C)=O)OCCO3)c1	-1	0	1	-2	-1	0	98	97	1	94	2
COc1ccc(Cc2nnc(N=Nc3c(O)[nH]c4ccc(Br)cc34)[nH]c2=O)cc1	-1	2	0	-1	0	-4	99	?	-88	101	37
COc1cc(NC(=O)Nc2ccc(Cl)c(Cl)c2)c(C(=O)O)cc1OC	/	/	/	/	/	/	94	?	12	100	33
Cc1cc(CNC(=O)c2cc(Br)ccc2Cl)nn1C	0	0	0	-7	-5	-7	102	104	-24	102	7
COc1ccc2[nH]c(C)c(CN3CCC(C)CC3)c(=O)c2c1	-2	2	-3	0	-5	-3	92	91	2	96	4
C=CCNc1nc2c(c(=O)[nH]c(=O)n2C)n1CCCCC	-2	0	2	-3	-3	-7	99	100	-72	97	-4

Additional structures follow.
SMILES	Bim-Bcl-XL	Mcl-1 Bim block	Bim-Bcl-W	Bcl-B Bim block	Bcl-2 Bim block	Bim-Bfl-1	RGS4-Gao reg	RGS7-Gao reg	Mcl1-Bid inh	RGS8-Gao	Mcl1-Noxa inh
Nc1n[nH]c(CO)n1	/	/	/	/	/	/	114	?	0	108	6
CCCn1c(=O)c2ccccc2n2c(SCc3cc(=O)oc4ccc5ccccc5c34)nnc12	-9	-7	-6	-21	-3	1	101	99	-14	105	22
Cc1nc(SCn2nnc3ccccc3c2=O)nc(C)c1C	-29	-2	1	-3	-3	-8	100	102	-23	100	-6
CCOc1ccc(N2CC(=O)N/C2=N\c2nc(C)cc(C)n2)cc1	0	0	3	-7	-4	-10	101	100	-9	106	-2
O=C(NC(=S)NCC1CCCO1)c1ccccc1Br (configuration not stated)	-5	-3	-2	-2	0	1	99	98	-18	103	-4
Cc1sc2c(c1C)c(=O)n(-c1ccccc1)c1nnc(C)n21	-8	0	0	-9	-9	-17	99	99	-9	100	-25
CCOc1cc(NC(=S)NCC2CCCO2)c(OCC)cc1NC(=O)c1ccc(OC)cc1 (configuration not stated)	-3	-1	-3	-7	-9	-12	102	100	-39	98	11
O=C(CN1C(=O)NC2(CCOc3ccccc32)C1=O)Nc1cccc(Cl)c1 (configuration not stated)	-1	0	-1	1	0	-2	94	75	4	79	1
O=S(=O)(NCc1cc(-c2ccccc2)no1)c1ccccc1	-3	-1	-1	-2	-3	0	101	102	-5	100	8
Cc1ccnc(NC(=O)c2ccc(NC(=O)c3ccco3)cc2)c1	0	-3	-2	-3	-3	-1	98	95	-17	95	-15
COC(=O)C1=C(N)Oc2cc(C)n(CCN3CCOCC3)c(=O)c2C1c1cccnc1 (configuration not stated)	-2	0	-2	2	2	6	104	103	-28	102	7
CN(C)c1nc(OCCOC(=O)Nc2ccc(Cl)cc2Cl)nc(N(C)C)n1	-2	-1	0	-4	-7	-10	101	96	-7	100	6
COc1ccc(S(=O)(=O)N2CCN(C(=O)[C@@H]3CCC(=O)N3C3OC(=O)c4ccccc43)CC2)cc1 (some centres not stated)	-4	-3	-4	-8	-10	-11	100	99	-13	103	-2
O=C(COc1cccc(C(F)(F)F)c1)N1CCN(c2ccccc2O)CC1	-4	0	3	-5	0	-3	97	91	-32	99	12
O=C(NCCc1c[nH]c2ccccc12)c1ccc(-n2cnnn2)cc1	-3	0	0	-1	-1	-2	147	133	-57	106	-3
CCc1nnc(N2CCN(c3ncnc4c3oc3ccccc34)CC2)s1	-15	0	4	-6	-6	-12	103	106	-23	103	9
CCOc1ccccc1NC(=O)CN(c1nccs1)S(=O)(=O)c1ccc(N)cc1	2	1	2	-2	3	0	107	120	-34	102	9
CCS(=O)(=O)N1CCN(C(C)CCc2ccccc2)CC1 (configuration not stated)	-1	1	0	2	0	0	101	100	77*	101	91*
Cc1nc2ccccc2nc(C)c1=NOCc1ccc(C#N)cc1	-4	-5	-5	-2	-5	-3	101	92	-18	101	1
Cc1ccc(S(=O)(=O)C2C(=O)N(C)C3(C)CC2c2ccccc2O3)cc1 (configuration not stated)	-10	-5	-6	-14	-8	-18	104	100	2	102	-7
O=C(O)COc1ccc(Br)cc1/C=C1/SC(=O)N(CC(=O)N2CCCC2)C1=O	-1	-1	0	0	-2	0	103	104	-15	101	19
O=C(Cc1cccs1)Nc1cc(SCCO)cc([N+](=O)[O-])c1	-6	-3	-3	-4	-2	-2	88	90	16	71	20
COc1ccc(Cl)cc1NC(=O)C(C)N(C)Cc1ccc(C(F)(F)F)cc1 (configuration not stated)	-1	1	0	-1	0	-4	98	100	-20	102	-7
COc1ccc(OC)c(NC(=O)Cn2c(CCC(=O)O)ccc2-c2ccc(C)cc2)c1	-2	-1	-2	-2	-2	-4	99	104	-45	100	1
COc1ccc(S(=O)(=O)Nc2cc3c(C(C)=O)c(C)oc3c3ccccc23)cc1	-9	0	0	-10	-9	-13	98	95	5	99	-2

Next section
SMILES	Bim-Bcl-XL	Mcl-1 Bim block	Bim-Bcl-W	Bcl-B Bim block	Bcl-2 Bim block	Bim-Bfl-1	RGS4-Gao reg	RGS7-Gao reg	Mcl1-Bid inh	RGS8-Gao	Mcl1-Noxa inh
COc1cc(CN2CCN(c3cccc(C)c3C)CC2)cc([N+](=O)[O-])c1O	3	2	1	4	2	0	106	?	-38	100	8
O=C(c1ccc(Br)o1)N1CCN(C/C=C/c2ccccc2)CC1	1	1	3	0	3	2	102	99	-14	104	5
Cc1[nH]nc2c1C1(CCOC1C)C(C#N)=C(N)O2 (configuration not stated)	-4	0	0	-8	-7	-7	102	101	-49	100	-4
O=C(CSc1nnnn1-c1ccccc1)N1N=CCC1c1ccccc1 (configuration not stated)	-14	-11	-11	-14	-11	-9	104	100	0	99	17
Cc1ccc(CNC(=O)CS(=O)(=O)CC(=O)O)cc1	0	0	0	-6	-8	-13	92	98	11	99	0
Cc1ccc(C2C(C#N)=C(N)Oc3n[nH]c(C)c32)cc1 (configuration not stated)	0	2	7	-4	0	-4	94	89	-20	93	17
Cc1nn(-c2ccccc2)c2sc(C(=O)c3c(N)n(C)c(=O)n(C)c3=O)cc12	-2	-4	0	-5	-4	-2	99	98	-16	99	10
COc1ccc(N2C3=C(C(=O)CC(C)(C)C3)C(c3ccccc3OC)C3=C2CC(C)(C)CC3=O)cc1	/	/	/	/	/	/	98	?	-34	101	-11
O=C(Cn1nnc(-c2ccccc2NC(=O)c2cccs2)n1)Nc1ccccc1	-6	-4	-2	-8	-15	-12	103	95	87*	103	6
NC(=O)C1CCN(c2ccnc3cc(Cl)ccc23)CC1	0	0	-1	-1	-4	-5	101	103	-2	101	-8
COc1cccc(CNC(=O)CCc2nnc(C3CCCCC3)o2)c1	-6	-1	0	-4	-4	-4	100	102	-37	102	-8
Clc1ccc(SCc2cc(N3CCOCC3)nc(-c3ccccn3)n2)cc1	0	2	0	0	-3	-4	101	?	-71	100	-8
CC(NC(=O)c1ccco1)C(=O)N1CCc2ccccc2C1 (configuration not stated)	-1	-1	-2	0	-2	0	98	98	14	92	12
Cc1cc(=O)[nH]c(SCC(=O)Nc2ccc(Cl)cn2)n1	-1	-2	1	-6	-15	-18	100	101	-3	101	-9
COc1ccc2[nH]c(=S)cc(C)c2c1	/	/	/	/	/	/	102	?	-44	95	39
CCOC(=O)C1=C(C)N(C)C(C)=C(C(=O)OCC)C1c1ccccn1	-1	-2	-1	-2	-4	0	111	112	-50	138	-22
O=[N+]([O-])c1cccc(-c2csc(Nc3ccccc3)n2)c1	-1	0	-2	-4	0	-8	100	100	-49	103	11
